SKKanGAS inh: S. pyogenes SKKanGAS growth inhibitors in kanamycin, primary screen, streptokinase expression inhibitor project, SKKanGAS strain, BacTiter-Glo luminescence; AID 1662, 2009; 6 h; inhibition, % at 7.5 µM; 300,000 compounds, 1.3% hits;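 active = mean replicate score, as percent of positive control median, at least 50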;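 also: strain carries kanamycin resistance gene driven by streptokinase promoter and grows in 40 µg/ml kanamycin; loss of luminescence reflects streptokinase promoter inhibition or plain growth inhibition; 0% = median of DMSO wells and 100% = positive control at its reference dose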
HIF act: HIF pathway transcriptional activators, primary screen, cell-based, U2OS HRE-luciferase, luminescence; U2OS HRE-luciferase reporter; normalized: DMSO 0%, desferrioxamine 100%; activation, % at 7.5 µM (by protocol); 300,000 compounds, 0.32% hits;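 active = mean activation of at least 10% of the iron chelator positive control signal, with at least half of replicates also reaching 10%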
MrgX1 antagonist: antagonists of human MrgX1 receptor, primary screen, HEK293 cells, Fluo-4 calcium flux | Mas-related G-protein coupled receptor member X1 (Homo sapiens), Q96LB2 | BAM8-22 antagonism; hits give low values | B-score at 10 µM | 310,000 compounds, 1.3% hits;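 active = calcium-response B-score plate-corrected more than 3 library SD below zero, starting fluorescence within 5 deviations, no agonist response on first addition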;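 also: peak minus trough fluorescence over baseline after final BAM8-22 challenge near maximal dose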
TRPC6 inhibitor: mouse TRPC6 channel inhibitors, primary screen, cell-based, HEK293, membrane potential dye; Short transient receptor potential channel 6 (Mus musculus), Q61143; ACh-evoked depolarization; hits give low values; B-score at 10 µM; 310,000 compounds, 1.1% hits;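 active = B-score under library mean minus 3 SD, initial fluorescence not abnormally high, positive integrated signal ratio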;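 also: B-score derived from integrated fluorescence ratio over the kinetic read; more negative B-score means stronger inhibition of depolarization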
IEC-6 cytotox: cytotoxicity in IEC-6 intestinal epithelial cells, primary screen, cytotoxicity control for KLF5 inhibitor project, cell-based, luminescence. IEC-6 cytotoxicity, luminescence viability. inhibition, % at 5 µM. 290,000 compounds, 0.78% hits. AID 1825, 2009; in the data active = inhibition above about 22%;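 also: 0% = plate median of test compound wells and 100% = cytotoxic reference compound wells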
TRPC4 inh: inhibitors of mouse TRPC4 channel, primary screen, Fluo4 calcium, HEK293 TRPC4beta/mu-opioid cells; 300,000 compounds, 0.39% hits; AID 2247, 2010; DAMGO-evoked Fluo4 calcium flux; hits give low values; Short transient receptor potential channel 4 (Mus musculus), Q9QUQ5; B-score at 10 µM;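 active = B-score over 3 SD under the library average, no early fluorescence shift, positive overall ratio signal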
Target sequence (Q9QUQ5 whole entry, looked up): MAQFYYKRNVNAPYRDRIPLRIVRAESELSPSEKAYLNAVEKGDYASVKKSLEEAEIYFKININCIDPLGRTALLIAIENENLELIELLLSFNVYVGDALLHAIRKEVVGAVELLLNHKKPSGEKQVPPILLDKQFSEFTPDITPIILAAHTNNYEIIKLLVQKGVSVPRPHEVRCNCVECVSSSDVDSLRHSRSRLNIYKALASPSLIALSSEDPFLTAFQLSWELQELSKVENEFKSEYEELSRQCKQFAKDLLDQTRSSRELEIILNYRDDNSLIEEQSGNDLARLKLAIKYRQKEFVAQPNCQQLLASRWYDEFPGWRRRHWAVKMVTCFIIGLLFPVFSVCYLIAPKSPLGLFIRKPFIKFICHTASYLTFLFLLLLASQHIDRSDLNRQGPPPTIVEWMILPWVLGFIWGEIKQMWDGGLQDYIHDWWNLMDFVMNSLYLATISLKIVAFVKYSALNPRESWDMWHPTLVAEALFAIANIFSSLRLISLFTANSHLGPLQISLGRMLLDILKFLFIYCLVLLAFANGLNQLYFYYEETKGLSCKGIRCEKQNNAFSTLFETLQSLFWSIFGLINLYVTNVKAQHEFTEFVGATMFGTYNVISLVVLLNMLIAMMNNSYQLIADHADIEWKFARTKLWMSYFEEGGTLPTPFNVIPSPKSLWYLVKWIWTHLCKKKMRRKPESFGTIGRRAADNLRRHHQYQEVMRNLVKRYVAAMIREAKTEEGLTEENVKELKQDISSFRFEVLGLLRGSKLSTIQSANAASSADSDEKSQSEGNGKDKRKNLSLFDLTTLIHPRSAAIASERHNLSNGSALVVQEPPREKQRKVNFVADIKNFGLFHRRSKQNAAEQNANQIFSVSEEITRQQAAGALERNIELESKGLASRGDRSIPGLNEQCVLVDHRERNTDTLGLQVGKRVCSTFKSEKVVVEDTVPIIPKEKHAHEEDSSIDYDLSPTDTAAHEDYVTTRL
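Test system – stable TRPC4beta/mu-opioid receptor HEK293 cells · Probe or stimulus – DAMGO, a submaximal dose followed by a maximal one · Dosing – one concentration per compound · Signal – Fluo4 calcium fluorescence by kinetic imaging, 5 s 1 Hz baseline · Evaluation – per-well B score of integrated baseline-normalized Fluo4 ratio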
TRPC4 act: activators of mouse TRPC4 channel, primary screen, Fluo4 calcium, HEK293 TRPC4beta/mu-opioid cells | Short transient receptor potential channel 4 (Mus musculus), Q9QUQ5 | Fluo4 calcium fluorescence; hits give high values | B-score at 10 µM | 310,000 compounds, 0.49% hits | AID 2237, 2010;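 active = B-score above 5 SD of library B-scores, and initial fluorescence ratio not above library mean plus 5 SD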;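 also: positive B-score marks a calcium rise read as TRPC4 activation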
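Test system: HEK293 cells stably co-expressing mouse TRPC4beta and mu-opioid receptor | Schedule: Fluo4 dye loading 45 min at room temperature, 110 s recording | Measured by: Kinetic Fluo4 calcium fluorescence, 5 s baseline at 1 Hz | Evaluation: B score of integrated ratio | Controls: Buffer (low) and maximal DAMGO (high)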
TRPC6 act: mouse TRPC6 channel activators, primary screen, cell-based, HEK293, membrane potential dye; AID 2550, 2010; Short transient receptor potential channel 6 (Mus musculus), Q61143; 310,000 compounds, 0.13% hits; HEK293-TRPC6 membrane potential dye fluorescence; hits give high values; B-score at 10 µM;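 active = B-score of the integrated fluorescence ratio above library mean plus 3 SD, and starting fluorescence ratio within library mean plus 5 SD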;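 also: higher score means more depolarization so channel activation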
aSyn 5UTR inh: MLPCN primary screen, SNCA 5' untranslated region; 300,000 compounds, 0.82% hits; inhibition, % (tested at 7.5 µM); alpha-synuclein 5'UTR reporter, inhibitor activity; in the data active = inhibition above about 60%;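 also: H4 neuroglioblastoma cells stably carrying SNCA 5'UTR luciferase fusion; 0% = DMSO wells and 100% = positive control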
TRPC4 PAM: positive allosteric modulators of TRPC4, primary screen, cell-based, mouse TRPC4beta, HEK293 mu-opioid, Fluo-4 calcium | Short transient receptor potential channel 4 (Mus musculus), Q9QUQ5 | DAMGO EC20, Fluo-4 Ca2+ flux; hits give high values | B-score at 10 µM | 310,000 compounds, 0.42% hits;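 active = B-score of calcium response area above 5 SD of library B-scores, with initial fluorescence ratio within 5 SD of library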;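 also: B-score of integrated fluorescence ratio over time as area under calcium response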
KLF5 inh: KLF5 expression inhibitors, primary screen, DLD-1 cells, luminescence; DLD-1 KLF5 promoter-luciferase reporter; inhibition, % at 5 µM; 290,000 compounds, 0.23% hits;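 active = inhibition above a per-plate limit of that plate's mean compound inhibition plus 3 SD, cut at about 60% in these data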;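 also: 0% = DMSO wells and 100% = LY294002 at 200 µM; higher means less KLF5 promoter-driven luciferase light; inactives centre near -14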
Starred values were filed as active, the others as inactive; i = inactive; nt = no result given.

SMILES | SKKanGAS inh | HIF act | MrgX1 antagonist | TRPC6 inhibitor | IEC-6 cytotox | TRPC4 inh | TRPC4 act | TRPC6 act | aSyn 5UTR inh | TRPC4 PAM | KLF5 inh
CC1CCN(C(=O)Cn2c3ccccc3c3nc4n(c(=O)c32)CCS4)CC1 | 13 | -0.6 | i | i | 2 | i | i | i | 8 | i | 11
CC(C)OC(=O)C(C(=O)C(F)(F)F)c1cc(NS(=O)(=O)c2ccc3ccccc3c2)c2ccccc2c1O (stereo not drawn) | 21 | 0.1 | i | i | 0 | i | i | i | -6 | i | 9
COc1cccc(CC(C(=O)Nc2cc(C)ccc2C)c2nn[nH]n2)c1OC (stereo not drawn) | -1 | 0.2 | i | i | -2 | i | i | i | 12 | i | -9
CN(CCOc1ccc(Br)cc1)CC(O)c1ccccc1 (stereo not drawn) | 3 | -22 | i | i | 6 | i | 149* | i | -14 | i | -24
CCc1cc(-c2onc(C)c2-c2cscn2)c(O)cc1OC | -2 | 0.3 | i | i | 0 | i | i | i | 3 | i | 1
Cc1cc(C)n(C(=O)Cn2nc([N+](=O)[O-])cc2C)n1 | 2 | -0.6 | i | i | -5 | i | i | i | 15 | i | 0
CC(=O)Nc1ccnn1C1CCN(C(=O)c2cccc(C)c2C)CC1 | -1 | 0.0 | i | i | 3 | i | i | i | -17 | i | -31
Cc1ccc(/C=C/C(=O)c2ccc(O)cc2)cc1 | -8 | 1.4 | i | i | 3 | -6* | i | i | -309 | i | -41
O=C(CSc1nc2ccccc2c(=O)n1-c1ccc(Cl)cc1)c1ccco1 | 10 | 0.0 | i | i | 5 | i | i | i | 15 | i | -10
COc1ccc(OC)c(C2CC(=O)N3CN(c4cccc(Cl)c4)CSC3=C2C#N)c1 (stereo not drawn) | 2 | 0.5 | i | i | 10 | i | i | i | -10 | i | -23
O=C(Nc1ccc(Cl)cc1)Nc1cnccn1 | -9 | 1.1 | i | i | 8 | i | i | i | -31 | i | -43
CC(Oc1ccccc1)C(=O)Nc1ccc(S(=O)(=O)N2CCOCC2)cc1 (stereo not drawn) | 6 | -0.1 | i | i | 2 | i | i | i | -12 | i | 9
CCCCn1c(N)c(N(CC)C(=O)CCNC(=O)NC23CC4CC(CC(C4)C2)C3)c(=O)[nH]c1=O | -2 | 0.1 | i | i | -12 | i | i | i | -4 | i | -15
CC(=O)c1ccc(NC(=O)c2ccc(NC(=O)CCS(=O)(=O)c3cccs3)cc2)cc1 | 5 | 3.9 | i | i | 4 | i | i | i | -15 | i | -8
COc1ccc(N(CC(=O)NC(C)(C)C)S(=O)(=O)c2ccccc2)cc1OC | -2 | -0.4 | i | i | 2 | i | i | i | 15 | i | -21
CCOc1cc(N2CCOCC2)c(OCC)cc1NC(=O)CN1C(=O)NC2(CCCCCCC2)C1=O | 5 | -0.9 | i | i | 2 | i | i | i | 16 | i | 9
CCCc1cc(=O)n2nc(N3CCC(C(=O)N4CCN(c5ccc(OC)cc5)CC4)CC3)sc2n1 | 3 | 0.2 | i | i | -3 | i | i | i | 9 | i | -18
CSc1ccc(CN(C)C(=O)c2cc3ccccc3o2)cc1 | 1 | 1.0 | i | i | -2 | i | i | i | -67 | i | -54
CC1CN(C(=O)c2cnn3c(C(F)F)cc(-c4ccccc4)nc23)CC(C)O1 (stereo not drawn) | 2 | 0.1 | i | i | -1 | i | i | i | -3 | i | 5
Cc1cc(NC(c2ccc(Cl)cc2)c2ccc3cccnc3c2O)no1 (stereo not drawn) | 101* | 169* | i | i | 39* | i | i | i | 85* | i | 51
CC1=NN(c2ccccc2)C(=O)/C1=C/c1cc(C)n(C2CC2)c1C | -4 | 0.0 | i | i | -6 | i | i | i | -53 | i | -5
CCc1ccc(NC(=O)CCCN2C(=O)C3CC=CCC3C2=O)cc1 (stereo not drawn) | -6 | 0.6 | i | i | -2 | i | i | i | -6 | i | -66
CCOc1cccc(=O)c2c(C)n(-c3ccc(C(=O)O)cc3)c(C)c12 | 11 | 0.1 | i | i | -12 | i | i | i | 7 | i | -30
CCOc1ccc(Nc2nc(Nc3ccc(O)cc3)nc(C)c2[N+](=O)[O-])cc1 | 20 | -0.1 | i | i | 4 | i | i | i | 32 | i | 7
O=C(c1cccnc1)C1Cc2ccccc2C1=O (stereo not drawn) | -3 | -1.5 | i | i | 5 | i | i | i | 7 | i | -22
O=C(CCNC(=O)N1CCn2c1nc1ccccc12)NCc1ccc(F)cc1 | -5 | 0.4 | i | i | -2 | i | i | i | 0 | i | -26
O=[N+]([O-])c1c(NCCCO)cc(SCc2ccco2)c2nonc12 | -7 | -0.1 | i | i | -4 | i | i | i | -24 | i | -22
O=C(c1ccccc1)c1c(O)nc(-c2ccccc2)n(-c2ccccc2)c1=O | 9 | 2.5 | -8* | i | -6 | i | i | i | -67 | i | 2
O=C(OCC(=O)N1CCC(Cc2ccccc2)CC1)c1ccc[nH]c1=O | -6 | 0.3 | i | i | 4 | i | i | i | 9 | i | 1
Cc1c(NC(=S)NC(=O)c2ccccc2)c(=O)n(-c2ccccc2)n1C | 6 | 0.2 | i | i | nt | i | i | i | 6 | i | nt
CCOc1ccc(N/C(N)=N/c2nc(C)c(C)c(=O)[nH]2)cc1 | 8 | 0.4 | i | i | 1 | i | i | i | -16 | i | -25
CNc1nc(C)c([N+](=O)[O-])c(Nc2ccc(OC)cc2)n1 | 38 | -1.2 | i | i | 4 | i | i | i | 28 | i | -5
COCCCNC(=O)N1c2ccccc2Sc2ccccc21 | 0 | -0.6 | i | i | 2 | i | i | i | -22 | i | -24
CC1CC(=O)Nc2ccccc2N1C(=O)CN1CCN(C=O)CC1 (stereo not drawn) | -1 | 0.0 | i | i | 5 | i | i | i | 9 | i | -1
COCCn1nnnc1CN(CCc1ccccc1)Cc1cc2cc(OC)ccc2[nH]c1=O | -5 | 0.5 | i | i | 0 | i | i | i | 31 | i | 0
CN1CCN(C(=O)C2(NC(=O)NCc3ccccc3)CCCCC2)CC1 | -3 | -0.3 | i | i | 16 | i | i | i | 16 | i | 6
Cc1cccc(-n2c(C)nc3cc(C(=O)N4CCOCC4)ccc32)c1 | 6 | 0.1 | i | i | -3 | i | i | i | -40 | i | -40
O=C(CC1C(=O)NCCN1CC1CCCCC1)NCc1cc(F)ccc1F (stereo not drawn) | 4 | -0.1 | i | i | 2 | i | i | i | 2 | i | 11
Oc1ccc2ccccc2c1CN1CCN(c2ccccc2)CC1 | 11 | 1.1 | i | i | 1 | i | i | i | -19 | i | -25
COc1cc(CNc2ccc3[nH]c(=O)[nH]c3c2)ccc1OCc1c(F)cccc1Cl | 1 | -1.7 | i | i | -3 | i | i | i | -19 | i | -29
O=C(Nc1ccc(OCc2ccccc2)cc1)c1cccnc1 | -15 | nt | i | i | -2 | i | i | i | -59 | i | -47
COCCNC(=O)C(C)OC(=O)C1=Cc2ccccc2OC1 (stereo not drawn) | 8 | 0.9 | i | i | -2 | i | i | i | -35 | i | -34
CCOc1cccc(CNCc2ccncc2)c1 | -3 | -1.3 | i | i | -9 | i | i | i | -9 | i | -3
CN1CCNC(=O)C1CC(=O)NCCC1=CCCCC1 (stereo not drawn) | -25 | -0.3 | i | i | -7 | i | i | i | 13 | i | -22
O=C1CCCCC1Sc1nnc(Nc2ccccc2)s1 (stereo not drawn) | -7 | 6.1 | i | i | -2 | i | i | i | -127 | i | -120

Some values from the results shown.
O=C1CCCCC1Sc1nnc(Nc2ccccc2)s1 (stereo not drawn) @ HIF act: 6.1
COc1cc(CNc2ccc3[nH]c(=O)[nH]c3c2)ccc1OCc1c(F)cccc1Cl @ HIF act: -1.7

New compounds follow
SMILES | SKKanGAS inh | HIF act | MrgX1 antagonist | TRPC6 inhibitor | IEC-6 cytotox | TRPC4 inh | TRPC4 act | TRPC6 act | aSyn 5UTR inh | TRPC4 PAM | KLF5 inh
CC1CC(OCC(O)CN2CCN(Cc3ccccc3)CC2)CC(C)(C)C1 (stereo not drawn) | 5 | -0.5 | i | i | 0 | i | i | i | 0 | i | -9
CN(Cc1cnccn1)Cc1nc(Cc2ccccc2Cl)no1 | -4 | -0.1 | i | i | 2 | i | i | i | 0 | i | -6
C=C(C)C1CC=C(C)/C(=N/NC(=O)c2ccc(NC(=O)c3cccc(C)c3)cc2)C1 (stereo not drawn) | 12 | 0.0 | i | i | 0 | i | i | i | 37 | i | -8
COc1ccc(N(C)C(=O)c2cn(CC(C)C)c(=O)c3cc(OC)c(OC)cc23)c(OC)c1 | -5 | -46 | i | i | 3 | i | i | i | 23 | i | -13
COc1cc(CC(=O)N(c2ccccc2)c2nc(C)cs2)cc(OC)c1OC | 2 | -0.1 | i | i | -4 | i | i | i | -6 | i | -7
Cc1nn2c(-c3ccccn3)ccnc2c1Cl | 0 | 1.7 | i | i | -7 | i | i | i | 5 | i | -3
Cc1cccc(C)c1NC(=O)CN(c1ccccn1)S(=O)(=O)c1ccccc1 | 4 | 0.2 | i | i | -2 | i | i | i | 1 | i | -5
C#CC1(NC(=O)NS(=O)(=O)c2ccc(C)cc2)CCCCC1 | -5 | 0.0 | i | i | -7 | i | i | i | 8 | i | -35
COc1ccc(C2c3ccc4ccccc4c3Oc3ncn(CCO)c(=N)c32)cc1OC (stereo not drawn) | 2 | -23 | i | i | 8 | i | i | i | -21 | i | -8
Cc1cc(C(=O)COC(=O)CCCN2C(=O)c3ccccc3C2=O)c(C)n1C | -9 | 0.8 | i | i | -6 | i | i | i | 12 | i | -3
c1coc(CNc2c3c(nc4ncnn24)CCCC3)c1 | 1 | -0.1 | i | i | -4 | i | i | i | -16 | i | -11
COc1cc(NC(=O)c2nnn(Cc3ccc(SC)cc3)c2N)cc(OC)c1 | 10 | 1.0 | i | i | 6 | i | i | i | -2 | i | -18
